Myeloid diff 2 – myeloid differentiation induction; ER-HoxA9 myeloid progenitors, lysozyme-GFP differentiation, flow cytometry; calls only at 10 µM; hit rate 1% among 360,000; AID 624256;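 active means normalized GFP-positive differentiation at or above the plate's own cutoff, the solvent-only control mean plus 3 SD; inconclusive means no clear call, values can overlap the other calls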;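 further: cells exposed to compound for four days before flow analysis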
Myeloid diff 2 GFP+ MAC1+ % – recorded beside Myeloid diff 2, whose call it bears; GFP+ MAC1+ double positive, %; measured here: differentiation confirmed by MAC1 staining
Starred values were filed as active, the others as inactive; i = inactive; ? = inconclusive; . = no result given. A portion of the library. The share of hits here may be higher or lower than overall.

Fields: Myeloid diff 2 | Myeloid diff 2 GFP+ MAC1+ %
> CC1=C(C(=O)N(C(C)C)C(C)C)CC(CC(=O)NCc2cccs2)C(=O)N1CCCN1CCCC1=O (stereo not given)
 : i | 0.7
> COc1cccc(C(O)c2ncc(-c3ccccc3)[nH]2)c1 (stereo not given)
 : i | 2.7
> CC(=O)c1ccc(-c2cnc3c(NC=O)cc(-c4ccc(S(C)(=O)=O)cc4)cn23)cc1
 : i | 3.1
> Cc1ccc(S(=O)(=O)N2[C@@H](c3ccc(Br)cc3)C(C(=O)O)=CC[C@H]2c2ccc(C(C)C)cc2)cc1
 : i | 0.6
> Cc1ccc(S(=O)(=O)Nc2ccc3c(c2)CC(=O)N([C@H](C)CO)C[C@H](C)[C@H](CN(C)Cc2ccc4c(c2)OCO4)O3)cc1
 : i | 2.6
> COc1ccc(Br)cc1CN(C)CC(=O)Nc1cccc(S(=O)(=O)N2CCCC2)c1
 : i | 1.9
> CCN(CC)C(=O)[C@H]1C[C@H](CC(=O)NCCCn2ccnc2)C(=O)N2CCc3c([nH]c4cc(CCC(=O)N(C)C)ccc34)[C@]12C
 : i | 0.7
> Cc1ccc(S(=O)(=O)N2C[C@@H]3[C@H]4CC[C@H](C4)[C@@H]3[C@@H](C)[C@@H]2c2cn(Cc3ccccc3)c3ccc(F)cc23)cc1
 : i | 0.2
> Cc1ccc(S(=O)(=O)N2C[C@]3(O)C[C@@H]4C(=O)N(c5ccccc5)C(=O)[C@@H]4C[C@]3(OC(=O)NCC3CCCCC3)C2)cc1
 : i | 0.6
> Cc1cc(C(=O)COC(=O)CC(NC(N)=O)c2ccc(Cl)cc2)c(C)n1C (stereo not given)
 : i | 0.9
> Cc1ccc(NC(=O)Cc2ccsc2)cc1S(=O)(=O)N1CCOCC1
 : i | 1.9
> CCn1c(C)nc2cc(C(=O)NNC(=O)[C@@H](NC(=O)c3cc(OC)cc(OC)c3)C(C)C)ccc21
 : i | 0.6
> C[C@H](CO)N1C[C@H](C)[C@H](CN(C)S(=O)(=O)c2ccc(Cl)cc2)OCc2cnnn2CCCC1=O
 : i | 0.2
> COc1ccc2c(c1)c(=Cc1ccc(N(C)C)cc1)c1cc(-c3ccccc3)[n+](C)n12
 : ? | .
> CC(C)=CCC/C(C)=C/CC/C(C)=C/COc1ccc2ccc(=O)oc2c1
 : i | 1.5
> C[C@H](CO)N1C[C@H](C)[C@@H](CN(C)S(=O)(=O)c2cn(C)cn2)Oc2ccc(NC(=O)NC3CCCCC3)cc2C1=O
 : i | 0.4
> Cc1ccc(S(=O)(=O)NCCC(=O)Nc2cccc(S(=O)(=O)N3CCCC3)c2)cc1C
 : i | 1.0
> O=C(NC1CCN(Cc2ccccc2)CC1)c1ccc(CS(=O)c2ccccc2Cl)o1 (stereo not given)
 : i | 0.9
> CCCCN1C(=O)CC(SC2CC(=O)N(CCCC)C2=O)C1=O (stereo not given)
 : i | 1.1
> CCN1C(=O)N2C[C@H]3CON(C)[C@H]3C[C@H]2c2ccccc21
 : i | 0.5
> COc1ccc(S(=O)(=O)Nc2ccc3c(c2)C(=O)N([C@H](C)CO)C[C@H](C)[C@@H](CN(C)C(=O)Nc2ccccc2)O3)cc1
 : i | 1.6
> COC(=O)[C@@]1(C)[C@H]2C(=O)N(Cc3ccccc3)C(=O)[C@H]2[C@H]2CN=C(SCc3ccccc3)N21
 : i | 0.4
> Cc1cc(=O)[nH]c(NN=C2CCCCC2C)n1 (stereo not given)
 : i | 0.3
> COc1ccc2c(C)cc(SCC(=O)NC3CCCC3)nc2c1
 : i | 0.5
> Cc1ccc(NC(=O)COC(=O)c2ccc(CN3CCCC3=O)cc2)cc1C
 : i | 0.9
> CCCCNc1c(-c2ccc(Sc3ccc(OC)cc3)cc2)nc2cc(C)ccn12
 : i | 1.0
> O=C(C[C@H]1CC[C@@H](NC(=O)C2CC2)[C@@H](CO)O1)NCc1ccccc1Cl
 : i | 3.1
> O=C(Nc1ccc2c(c1)OCCO2)C(c1ccnc2ccccc12)N1CCN(c2ccc(F)cc2)CC1 (stereo not given)
 : i | 1.4
> COC(=O)[C@]12CCCCC=C1N(Cc1ccccc1)C(=O)[C@H](CC(=O)NCc1cccc(C(F)(F)F)c1)C2
 : i | 1.1
> CNC(=O)C1CC(=O)N(c2ccc(OCC(=O)Nc3ccccc3)cc2)C1 (stereo not given)
 : i | 0.3
> CC1C(=O)N(Cc2cn(CC3CCCCC3)nn2)CCS(=O)(=O)N1Cc1ccc(-c2ccc(Cl)c(Cl)c2)cc1 (stereo not given)
 : i | 0.9
> O=C(NCc1cccs1)C1CC(=O)N(Cc2ccccc2)C1 (stereo not given)
 : i | 0.8
> CC1=C(C(=O)N2CCOCC2)CC(CC(=O)NCc2cccc3ccccc23)C(=O)N1Cc1ccc(C(C)(C)C)cc1 (stereo not given)
 : i | 1.0
> Oc1c(Br)cc(CNC2CCCCC2)cc1Br
 : i | 1.2
> COc1ccc(NC(=O)C2c3ccccc3OCC(=O)N2CCc2ccccc2)cc1 (stereo not given)
 : i | 1.0
> CCC1(C)NC(=O)N(CC(=O)c2cc(C)n(C3CC3)c2C)C1=O (stereo not given)
 : i | 0.9
> O=C(Nc1cc(-c2ccccc2)cs1)c1ccco1
 : i | 0.1
> O=S(=O)(c1ccc(NCCCO)nc1)N1CCOCC1
 : i | 1.5
> N#CC1(Nc2ccc3c4c(cccc24)CC3)CCCCC1
 : i | 5.6
> Cc1ccc(NC(=O)COC(=O)CNC(=O)c2cccs2)cc1S(=O)(=O)N1CCOCC1
 : i | 0.7
> C[C@@H]1CN([C@@H](C)CO)C(=O)c2cc(Br)cnc2O[C@H]1CN(C)C(=O)c1ccc2c(c1)OCO2
 : i | 0.1
> COC(=O)[C@H](C(C)C)N(Cc1ccccc1)S(=O)(=O)CCNC1CCCC1
 : i | 1.3
> CN(C)CCN(C)c1cc2c(c3c1ccn3C)C1CCC2O1 (stereo not given)
 : i | 2.0
> C[C@@H]1CN([C@@H](C)CO)C(=O)CCCn2nncc2CO[C@@H]1CN(C)S(=O)(=O)c1ccccc1
 : i | 0.7
> CN(C)C(=S)Oc1ccccc1C1SCCS1
 : i | 1.5
> CC1=C(C(=O)N(C(C)C)C(C)C)CC(CC(=O)NCCc2ccccn2)C(=O)N1Cc1ccc(C(C)(C)C)cc1 (stereo not given)
 : i | 0.7
> Cn1c(N)c(C(=O)COC(=O)c2ccc(-c3ccccc3)cc2)c(=O)n(C)c1=O
 : i | 0.6
> O=C(C=P(c1ccccc1)(c1ccccc1)c1ccccc1)c1ccccc1-c1ccccc1C(=O)C=P(c1ccccc1)(c1ccccc1)c1ccccc1
 : ? | .
> N#Cc1ccc(NC(=S)/N=C(\N)c2ccccc2)cc1
 : i | 1.0
> COc1ccc(CCCNC(=O)C2Cc3c(-c4ccc5c(c4)OCO5)ccnc3O2)cc1 (stereo not given)
 : i | 0.7
> Cn1c(NCCc2ccncc2)nc2cc(-c3cccc(Cl)c3)sc2c1=O
 : i | 0.5
> CN(C(=O)COn1nnc2ccc(Cl)cc21)C1CCS(=O)(=O)C1 (stereo not given)
 : i | 0.3
> S=C(NC1CCCCC1)N1CCC(C2C=NC=N2)CC1 (stereo not given)
 : i | 2.4
> CC12C=CC(=O)C=C1CCC1C2C(=O)CC2(C)C1CCC2(O)C(=O)CO (stereo not given)
 : i | 2.9
> CC(=O)Nc1ccc(-c2ccnc3c2CC(C)(C(=O)NCC2CCOCC2)O3)cc1 (stereo not given)
 : i | 0.6
> CCCCCCC(=O)O
 : i | 2.3
> Cc1cccc(C)c1NC(=O)C1(C)CN(S(C)(=O)=O)CC(=O)N1CCCn1ccnc1 (stereo not given)
 : i | 1.4
> Cc1ccc2c(c1)C(=O)C(=O)N2Cc1ccccc1
 : ? | .
> Cc1ccc(S(=O)(=O)N2C[C@H]3[C@H]4C(=O)N(C5CCCCC5)C(=O)[C@H]4CC(=O)[C@H]3[C@@H]2c2cccc3ccccc23)cc1
 : i | 1.3
> O=C1CCN(CCCN2CCC(=O)N(Cc3ccccc3)C2=S)C(=S)N1Cc1ccccc1
 : i | 0.6

Further results follow.
Molecule | Myeloid diff 2 | Myeloid diff 2 GFP+ MAC1+ %
COc1ccc(CNC(=O)Nc2ccc3c(c2)c(=O)n(C)n3Cc2cccc(C(F)(F)F)c2)cc1 | i | 2.0
CC(C)C[C@@H]1Cc2[nH][nH]c(=O)c2[C@H](c2ccc(Cl)cc2)O1 | i | 0.8
CC(C)CC1OC(C(C)C)Cc2[nH]c(=S)[nH]c(=O)c21 (stereo not given) | i | 0.8
COc1ccc(-c2coc3c(C(=O)Nc4ccc(OC)nc4)cccc23)c(C)c1 | i | 1.3
Cc1ccc(COC(=O)CN2C(=O)NC3(CCCCC3C)C2=O)cc1 (stereo not given) | i | 1.1
CN(CCc1ccccc1)C(=O)c1[nH]c(C(F)(F)F)nc1-c1ccccc1 | i | 0.6
C=Cc1ccc(Cn2c(C)c(C(=O)NCc3ccc4c(c3)OCCO4)sc2=O)cc1 | i | 1.2
CCOC1=C2[C@H](c3ccccc3Cl)N(S(=O)(=O)c3ccc(C)cc3)C[C@H]2C(C#N)(C#N)C(C#N)(C#N)C1 | i | 1.1
C[C@@H]1CN([C@H](C)CO)C(=O)c2cc(/C=C/c3ccccc3)cnc2O[C@H]1CN(C)C(=O)NC1CCCCC1 | i | 1.2
Cc1ccc(C=C2C=C(c3ccccc3)OC2=O)cc1 | i | 0.8
COc1ccc2[nH]c3c(c2c1)CCN1C(=O)C(CC(=O)NCCC2=CCCCC2)C[C@H](C(=O)N2CCOCC2)[C@@]31C (stereo not given in full) | i | 0.2
O=C(CC[C@H]1O[C@@H](n2ccc(=O)[nH]c2=O)[C@H](O)[C@@H]1O)N[C@H](Cc1ccccc1)C(=O)NC1CCCCC1 | i | 0.2
Cc1cc(O)ccc1-c1cccc2nccn12 | i | 0.3
COc1ccc(S(=O)(=O)Nc2cccc3c2O[C@H](CN(C)Cc2ccc(Cl)c(Cl)c2)[C@@H](C)CN([C@H](C)CO)C3=O)cc1 | i | 0.1
N/C(=N\OC(=O)c1ccccc1)C(C(=O)NOC(=O)c1ccccc1)C1CCCCC1 (stereo not given) | i | 0.6
Cc1cnc(C(=O)OCC(=O)N2CC(C)CC(C)C2)cn1 (stereo not given) | i | 1.7
CC(=O)Nc1ccc(NC(=O)N2CCOCC2)cc1 | i | 0.9
COc1ccc(S(=O)(=O)N2CCOCC2)cc1NC(=O)CN1C(=O)CN(C)C1=O | i | 1.0
COc1ccc(N2CC(C)(C)[C@H](CC(=O)Nc3ccccc3)C2=O)cc1 | i | 0.4
Cc1c(C(=O)O)sc(S(=O)(=O)N2CCN(C(=O)CCc3ccccc3)CC2)c1C(=O)O | i | 0.3

Ordered by count of non-hydrogen atoms (rising): some entries from above
Molecule | Myeloid diff 2 | Myeloid diff 2 GFP+ MAC1+ %
CC(C)CC1OC(C(C)C)Cc2[nH]c(=S)[nH]c(=O)c21 (stereo not given) | i | 0.8
Cc1ccc(C=C2C=C(c3ccccc3)OC2=O)cc1 | i | 0.8
Cc1cnc(C(=O)OCC(=O)N2CC(C)CC(C)C2)cn1 (stereo not given) | i | 1.7
Cc1ccc(COC(=O)CN2C(=O)NC3(CCCCC3C)C2=O)cc1 (stereo not given) | i | 1.1
COc1ccc(N2CC(C)(C)[C@H](CC(=O)Nc3ccccc3)C2=O)cc1 | i | 0.4
CN(CCc1ccccc1)C(=O)c1[nH]c(C(F)(F)F)nc1-c1ccccc1 | i | 0.6
COc1ccc(-c2coc3c(C(=O)Nc4ccc(OC)nc4)cccc23)c(C)c1 | i | 1.3
C=Cc1ccc(Cn2c(C)c(C(=O)NCc3ccc4c(c3)OCCO4)sc2=O)cc1 | i | 1.2
Cc1c(C(=O)O)sc(S(=O)(=O)N2CCN(C(=O)CCc3ccccc3)CC2)c1C(=O)O | i | 0.3
CCOC1=C2[C@H](c3ccccc3Cl)N(S(=O)(=O)c3ccc(C)cc3)C[C@H]2C(C#N)(C#N)C(C#N)(C#N)C1 | i | 1.1
COc1ccc(S(=O)(=O)Nc2cccc3c2O[C@H](CN(C)Cc2ccc(Cl)c(Cl)c2)[C@@H](C)CN([C@H](C)CO)C3=O)cc1 | i | 0.1

Carrying on:
Molecule | Myeloid diff 2 | Myeloid diff 2 GFP+ MAC1+ %
C[C@@H]1CN([C@H](C)CO)C(=O)CCCn2nncc2CO[C@H]1CN(C)C(=O)Nc1ccc2c(c1)OCO2 | i | 1.6
Cc1cn(CC(=O)NCCc2c[nH]c3ccccc23)c(=O)[nH]c1=O | i | 0.7
NC(=O)C1CCN(c2nc(-c3ccccc3F)cs2)CC1 | i | 1.6
CC(=O)Nc1cccc(-c2ccnc3c2CC(C(=O)Nc2cccnc2)O3)c1 (stereo not given) | i | 0.7
CC(C)C[C@H]1CNC(=S)N1CC1CCN(CCCCc2ccccc2)CC1 | i | 1.1
O=C(NCc1ccccc1Cl)c1cccc2c1C(=O)c1ccc(-c3ccc(OC(F)(F)F)cc3)cc1S2(=O)=O | i | 0.5
Cc1ccccc1NC(=O)COC(=O)c1ccc2nc(C)c(C)nc2c1 | i | 1.0
CCNC(=O)C1(C)CCCN(C(=O)c2ccc(F)c(C)c2)C1 (stereo not given) | i | 0.6
COCCNC(=O)c1sc(=O)n(Cc2ccc(SC)cc2)c1C | i | 1.4
COc1ccc(CNC(=O)Nc2nc(C(N)Cc3ccc(Cl)cc3)cs2)cc1 (stereo not given) | i | 1.6
COc1ccc(C(C)(O)c2nc(-c3ccccc3OC)cs2)cc1 (stereo not given) | i | 0.7
CC(=NO)C1(C)CC=CCC1CO (stereo not given) | i | 0.6
CCCCC1(C2CCCC2)NC(=O)NC1=O (stereo not given) | i | 1.0
COc1ccc(Cc2c(C(C)(C)C)nc3ccc(C)cn23)c(C)c1 | i | 0.3
CCOC1=C2CN(S(=O)(=O)c3ccc(C)cc3)[C@H](c3cccc4ccccc34)C[C@H]2[C@H]2C(=O)N(c3ccccc3)C(=O)[C@H]2C1 | i | 1.0
COC(=O)c1ccc2nc(-c3ccc(F)cc3)c(Cc3ccccc3C(F)(F)F)n2c1 | i | 2.9

Source: PubChem (NMMLSC)
